# Lipid storage S3: qHTS Assay for Lipid Storage Modulators in Drosophila S3 Cells; Drosophila S3 cells, BODIPY lipid droplet fluorescence, 18-24 h; cells fed with added oleic acid; lipid storage change, negative = inhibition, % at the top dose, mostly 46.1 µM; hits show Potency in µM; 320,000 tested, 0.64% active; AID 2685; active means well fitted inhibition curve with a large enough effect in the signal ratio, with a control signal flat, not every such curve was filed as active; inconclusive means small, poorly fitted or top-dose-only effect, or effect the other way, or a change in a side signal; the % refers to the signal ratio
#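 Laser-scanning cytometry quantifies lipid droplet accumulation (500–530 nm total intensity; droplet/cell object ratio) in oleic acid-fed (400 uM added) Drosophila S3 cells treated with a concentration series. 20 uM Triacsin C defined 100% inhibition.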
# Lipid storage S3 cell count max: also measured in Lipid storage S3; calls as there; cell number change, %; measured here: cell count max response;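 cells counted by Cell Tracker Red CMTPX staining in the red channel; peak over a dose series mostly up to 46.1 µM; percent activity relative to internal control wells on each plate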
# * = called active by the depositor; i = inactive; ? = inconclusive; nt = not tested or not shown; [ ] = dose if it differs, or a comment. On the % scale 0 is the no-effect control and ±100 the full control effect; potency means the concentration at half of the fitted maximal effect.
SMILES,Lipid storage S3,Lipid storage S3 cell count max
CCS(=O)(=O)NCC(c1ccco1)N1CCN(c2ccccc2F)CC1 (centres undefined),?,nt
CCCC(=O)Nc1cccc(C(=O)Nc2nccs2)c1,?,nt
Cc1c(CCC(=O)N2CCC[C@H]2C(=O)O)c(=O)oc2cc3oc4c(c3cc12)CCCC4,7%,7
c1csc(-c2nc3nc4ccccc4nc3n2Cc2ccc3c(c2)OCO3)c1,?,nt
COC(=O)Cc1c(O)ccn(CCc2ccccc2)c1=O,?,nt
CC(C)CN(C(=O)CN(C)C(=O)Cc1ccccc1Cl)c1c(N)n(CC(C)C)c(=O)[nH]c1=O,?,nt
CCn1c(Cc2ccccc2)nnc1SCC(=O)Nc1nc(C)c(C)s1,i,26
Cc1ccc(OCCC(=O)OCC(=O)Nc2ccc(Cl)cn2)cc1,7%,-15
COc1ccc(-c2csc(NC(=O)COC(=O)C3=COCCO3)n2)cc1,23%,28
O=C(c1cnsn1)N1CCC(CO)(Cc2ccc(Cl)cc2)CC1,13%,nt
COc1ccc(-c2noc(-c3ccccc3C(=O)Nc3cccnc3)n2)cc1,i,0
Cc1cc(C)c(-n2c(SCCS(=O)(=O)c3ccc(F)cc3)n[nH]c2=O)c(C)c1,2%,1
CCc1ccc(N2CC(O)(c3cccs3)[N+]3=C2SCCC3)cc1 (centres undefined),?,nt
O=C(c1ccco1)N1CCN(C(c2ccccn2)c2nnnn2C2CCCC2)CC1 (centres undefined),1%,-5
Cn1cccc1C(=O)OCc1cc(-c2ccco2)on1,?,nt
COc1ccccc1OC(=O)Cc1cccc2ccccc12,i,-23
COc1ccc2c(c1)CCN1C2CCN2C(=O)CCC21 (centres undefined),?,nt
COc1ccc(Cl)cc1C(=O)NCc1cn(C)nc1C,?,nt
COc1ccccc1S(=O)(=O)Cc1ccc(C(=O)N2CCN(c3ccccn3)CC2)o1,i,nt
Cc1ccccc1-c1cc(C(=O)O)nn1CC1CC(c2cccc([N+](=O)[O-])c2)=NO1 (centres undefined),-27%,-22
Cc1ccccc1-n1cnnc1SCC(=O)Nc1cccnc1Cl,?,nt
O=C(c1ccc(-c2ccccc2)cc1)N1CCN(c2ncccn2)CC1,?,nt
Cc1nc2c(-c3ccc(F)cc3)cnn2c(N)c1-c1ccccc1,?,nt
O=C1C=CC(=O)N1c1cccc(-c2ccccc2)c1,?,nt
O=C(Nc1cccc(F)c1)/C(=C\c1cccnc1)NC(=O)c1ccco1,-6%,0

# The closing 3 records of the part before are carried over, then new ones follow:
SMILES,Lipid storage S3,Lipid storage S3 cell count max
Cc1nc2c(-c3ccc(F)cc3)cnn2c(N)c1-c1ccccc1,?,nt
O=C1C=CC(=O)N1c1cccc(-c2ccccc2)c1,?,nt
O=C(Nc1cccc(F)c1)/C(=C\c1cccnc1)NC(=O)c1ccco1,-6%,0
O=C(CSc1nnc(-c2cccs2)n1Cc1ccccc1)NCc1ccc2c(c1)OCO2,?,nt
CC1CCN(S(=O)(=O)c2ccc(NC(=O)C3CC3)cc2)CC1,?,nt
Cn1c(=O)oc2cc(S(=O)(=O)N3CCCC3)ccc21,?,nt
COc1ccc(C(C)=O)cc1COc1nc(C)nc2ccccc12,5%,23
CCOC(=O)NC(=O)C(=CNc1ccccc1C)C(=O)NC(=O)OCC,?,nt
Cc1ccc(NC(=O)Cn2nnc(C(=O)NCc3cccs3)c2N)cc1F,i,21
CCCOC(=O)c1ccc(NC(=O)C(CC)CC)cc1,?,nt
CCCOc1ccc(C(=O)N2CCCC2C(=O)O)cc1 (centres undefined),?,nt
NS(=O)(=O)c1ccc(NC(=O)COC(=O)COc2ccc(Cl)cc2)cc1,13%,0
NCC12CC3CC(C1)CC(CN)(C3)C2,?,nt
Cc1cc(C)cc(NC(=O)/C=C/c2ccc([N+](=O)[O-])s2)c1,-1%,-14
OCCC1CN(CCCn2cccn2)CCN1Cc1ccccc1 (centres undefined),?,nt
Cc1cc(OCC(=O)NC(C)C)ccc1Cl,?,nt
COc1cc(C)ccc1OCCOCCOc1ccccc1Br,?,nt
Cc1ccc(S(=O)(=O)NC2c3cccc4cccc(c34)C2Sc2nc(C)cc(C)n2)cc1 (centres undefined),?,nt
COc1ccc(CNC2CC(C)N(C)CC2C)cc1OC (centres undefined),i,0
Cn1c(=O)c2c(nc(SCC(=O)c3ccc(F)cc3)n2C)n(C)c1=O,0%,10
O=C(Nc1nccs1)C1CCCCN1S(=O)(=O)c1ccccc1 (centres undefined),-23%,2
N=c1sccn1CC(=O)Nc1ccc([N+](=O)[O-])cc1Cl,-4%,-1
O=C(CCCCCN1C(=O)c2cccc3cccc(c23)C1=O)NCc1ccco1,0%,5
COc1ccc(NC(=O)c2cccc3cccnc23)cc1S(N)(=O)=O,?,nt
CCCn1c(SCC(=O)N2CCOCC2)nnc1-c1ccncc1,?,nt
Cc1ccc(S(=O)(=O)NCc2ccccc2)cc1C(=O)NCC(C)(C)N1CCOCC1,?,nt
Cc1cc(C(=O)CSc2nnc(Cc3ccccc3)o2)c(C)n1Cc1ccc2c(c1)OCO2,i,nt
O=C(c1ccco1)N1CCN(S(=O)(=O)c2cccc([N+](=O)[O-])c2)CC1,29%,-2

# Other results:
SMILES,Lipid storage S3,Lipid storage S3 cell count max
Cn1cccc1-c1cc(C(=O)N/N=C/c2ccccc2Cl)[nH]n1,?,nt
COC(=O)[C@H](Cc1c[nH]c2ccccc12)NC(=O)NCc1ccc(OC)cc1,-85%,23
Cc1cc(C)c2oc(-c3ccc(Cl)c(NC(=O)c4ccc(C#N)cc4F)c3)nc2c1,?,nt
CC(NC(=O)Nc1ccc(F)cc1)C(c1cccs1)N1CCCC1 (centres undefined),?,nt
O=C(c1cccs1)N1CCN(C(=O)N2CCOCC2)CC1,?,nt
CCCCN(CC)CCCNC(=O)c1cn(CC)c2ccc(S(=O)(=O)N3CCc4ccccc4C3)cc2c1=O,6%,0
Cc1ccc(C)c(OCC(=O)Nc2ccc(N3CCOCC3)cc2)c1,19%,20
O=C(CSc1nc(-c2ccco2)cc(C(F)(F)F)n1)NCCc1ccccc1,-33%,-9
O=C(NNc1c2ccccc2nc2ccccc12)c1ccc(O)cc1O,?,nt
CCOc1ccc(S(=O)(=O)NCCC(=O)N2CCCC(C)C2)cc1 (centres undefined),?,nt
CS(=O)(=O)Nc1ccc(C(=O)N2CCN(c3ccccc3)CC2)cc1,26%,-7
COCC(C)NS(=O)(=O)c1ccc(C(=O)NCCCn2ccc3ccccc32)cc1 (centres undefined),i,-2
CN(C)c1ccnc(C(=O)O)c1,4%,10
Cc1cc(C)c(S(=O)(=O)Nc2ncn[nH]2)c(C)c1,-18%,2
O=C(NC(=S)Nc1ccc(N2CCOCC2)cc1)c1cncc(Br)c1,?,nt
COC(=O)c1cc(C(=O)N2CCN(c3ncccn3)CC2)cc([N+](=O)[O-])c1,?,nt
CCOc1ccccc1NC(=O)N1CCC(NC(=O)c2ccccc2C)CC1,8%,0
O=C(COC(=O)CNC(=O)c1ccccc1)Nc1ccc(S(=O)(=O)N2CCOCC2)cc1,1%,6
O=C(COC(=O)CNC(=O)c1ccc(Cl)cc1Cl)NC(=O)NCc1ccccc1,?,nt
Cc1c(OCC(=O)NC(Cc2c[nH]c3ccc(O)cc23)C(=O)O)ccc2c3c(c(=O)oc12)CCC3 (centres undefined),?,nt
Cc1ccc(OCCNS(=O)(=O)c2ccc(N3CCCC3=O)cc2)cc1,?,nt
COc1ccc(-c2nnc(Nc3ccc(OC)c(C(=O)N4CCCCC4)c3)c3ccccc23)cc1,0%,7
O=C(NC1CCCC1)c1cc2nc(-c3ccccc3)cc(-c3ccccc3)n2n1,?,nt
CC12CCC(C/C1=N/NC(=O)Nc1ccccc1)C2(C)C (centres undefined),1%,3
COc1ccccc1C(C)N(C)Cc1nc(COc2ccccc2)no1 (centres undefined),?,nt

# In a second layout: entries from further up.
CCc1ccc(N2CC(O)(c3cccs3)[N+]3=C2SCCC3)cc1 (centres undefined)
  Lipid storage S3 = ?	Lipid storage S3 cell count max = nt

c1csc(-c2nc3nc4ccccc4nc3n2Cc2ccc3c(c2)OCO3)c1
  Lipid storage S3 = ?	Lipid storage S3 cell count max = nt

# (further entries)
SMILES,Lipid storage S3,Lipid storage S3 cell count max
COc1ccc(NS(=O)(=O)c2ccc(OC)c3ccccc23)cn1,?,nt
C=CCN(c1nc(C)c(Br)c(OC)n1)S(=O)(=O)c1ccc(C)cc1,?,nt
COc1cc(OC)c2c(c1)OC(c1ccc(OC)c(OC)c1)C(O)C2=O (centres undefined),28%,nt
CC1(C)CN(c2ccccc2)N(C(=O)c2ccc(C#N)cc2)C1=O,?,nt
COC(=O)c1ccccc1Nc1cc(C)nc2nc(C)nn12,?,nt
CC(C)[C@H](NC(=O)c1ccccc1)C(=O)OCC(=O)Nc1ccc2c(c1)OCCO2,15%,-7
O=c1c2ccccc2nc(CSc2ncnc3nc[nH]c23)n1-c1cccc(C(F)(F)F)c1,?,nt
Cc1cccc(NC(=O)c2ccc(NC(C)c3ccccc3)c([N+](=O)[O-])c2)n1 (centres undefined),?,nt
COc1cccc(CNC(=O)CCc2nc3cc(S(=O)(=O)N4CCOCC4)ccc3n2C)c1,i,nt
COc1cc(C(C)=O)ccc1OCC(O)CNCC1(N2CCCCC2)CCCCC1 (centres undefined),?,nt
CCCCn1c(=O)c(F)cn(Cc2ccc(OC)c([N+](=O)[O-])c2)c1=O,i,3
COC(=O)c1ccccc1NS(=O)(=O)c1ccc2c(c1)oc(=O)n2C,i,3
COc1ccc(C2c3c(-c4ccccc4O)n[nH]c3C(=O)N2CCc2ccc(OC)c(OC)c2)cc1 (centres undefined),i,nt
Fc1ccc(SCCc2ccncc2)cc1,?,-16
CC(=O)N1CCOCCOCCOCC1,-2%,9
O=S(=O)(Nc1cccnc1)c1cccs1,?,nt
CC1CCc2nc(NC(=O)C3CC3)sc2C1 (centres undefined),?,nt
CCn1c(O)c(N=NC(=O)CNC(=O)c2ccco2)c2ccccc21,?,nt
N#CCCn1cc(C(=O)Nc2ccccn2)c(-c2ccccc2)n1,?,nt
Cc1nnsc1C(=O)NNS(=O)(=O)c1cc(C(F)(F)F)cc(C(F)(F)F)c1,?,nt
CCN(C(=O)CN1C(=O)NC(c2ccccc2)(c2ccc(C)c(C)c2)C1=O)C1CCS(=O)(=O)C1 (centres undefined),?,nt
CC(=O)Nc1ccc(NC(=O)C(=O)c2cn(CC(=O)N3CCCC3)c3ccccc23)cc1,3%,-1
CNC(=O)COC(=O)COc1ccc2c(C)cc(=O)oc2c1,?,nt
CCOC(=O)c1c(NC2=NS(=O)(=O)c3ccccc32)sc2c1CCCCC2,3%,-8
COc1ccc(NC(C)=O)cc1NC(=O)CSc1nnc(-c2ccc(F)cc2)n1N,-11%[9.22 µM],nt

# Profiles from above. Order of values: Lipid storage S3	Lipid storage S3 cell count max
# Cc1cccc(NC(=O)c2ccc(NC(C)c3ccccc3)c([N+](=O)[O-])c2)n1 (centres undefined) across the screens: ?	nt
# CCOC(=O)c1c(NC2=NS(=O)(=O)c3ccccc32)sc2c1CCCCC2 across the screens: 3%	-8
# COc1cc(C(C)=O)ccc1OCC(O)CNCC1(N2CCCCC2)CCCCC1 (centres undefined) across the screens: ?	nt
# Cc1nnsc1C(=O)NNS(=O)(=O)c1cc(C(F)(F)F)cc(C(F)(F)F)c1 across the screens: ?	nt
# COc1ccc(C2c3c(-c4ccccc4O)n[nH]c3C(=O)N2CCc2ccc(OC)c(OC)c2)cc1 (centres undefined) across the screens: i	nt

# (continued)
SMILES,Lipid storage S3,Lipid storage S3 cell count max
Cc1ccc(C(=O)Nc2nc(C)c(C)s2)o1,?,nt
COc1ccc(C(=O)N2CC3(CC(c4cccc(NC(=O)CC(c5ccccc5)c5ccccc5)c4)=NO3)C[C@H]2C(N)=O)cc1 (some centres undefined),?,nt
COc1ccccc1C(=O)N1CCN(CCc2ccccc2)CC1,3%,10
O=S(=O)(c1ccc(N2CCCCCC2)nc1)N1CCCC1,?,nt
Cc1ccc(N(C(=O)c2snc(C(N)=O)c2N)C(C(=O)NCCC(C)C)c2ccco2)cc1 (centres undefined),0%,2
O=S(=O)(c1cccc(-c2csc(-c3ccccc3)n2)c1)N1CCOCC1,?,nt
CC(=O)Nc1ccc(S(=O)(=O)Nc2ccc(N3CCOCC3)c(F)c2)cc1,25%,1
COC(=O)C(C)SC1=N/C(=C/c2ccc(-n3cncn3)cc2)C(=O)N1 (centres undefined),-25%,-12
O=C(c1cncc(Br)c1)N1CCN(c2ccc([N+](=O)[O-])cc2)CC1,?,nt
CCc1[nH]nc2c1C(C1C=CCCC1)C(C#N)=C(N)O2 (centres undefined),?,nt
Cc1ccc(S(=O)(=O)N2CCCC(c3nnc4n3-c3ccccc3SC4)C2)cc1 (centres undefined),i,nt
Cc1cccn2c(=O)c3cc(C(=O)NCc4ccco4)c(=N)n(C4CCCC4)c3nc12,?,nt
CC(C)C(OC(=O)C1CCCO1)C(=O)NC1CCCC1 (centres undefined),0%,6
Cc1cc(=O)n2[nH]c(-c3ccccc3Cl)cc2n1,5%,12
CC(C)c1nc2sc3c(=O)[nH]cnc3c2c2c1CCC2,6%,-3
Nc1ccc(Cl)c(NC(=O)c2cccs2)c1,i,nt

# In the list so far, these have a COOH group.
SMILES,Lipid storage S3,Lipid storage S3 cell count max
Cc1c(CCC(=O)N2CCC[C@H]2C(=O)O)c(=O)oc2cc3oc4c(c3cc12)CCCC4,7%,7
Cc1ccccc1-c1cc(C(=O)O)nn1CC1CC(c2cccc([N+](=O)[O-])c2)=NO1 (centres undefined),-27%,-22
CCCOc1ccc(C(=O)N2CCCC2C(=O)O)cc1 (centres undefined),?,nt
CN(C)c1ccnc(C(=O)O)c1,4%,10
Cc1c(OCC(=O)NC(Cc2c[nH]c3ccc(O)cc23)C(=O)O)ccc2c3c(c(=O)oc12)CCC3 (centres undefined),?,nt

# This is a subset; the hit share may differ from the screen's.
